# Screening results (PubChem BioAssay)
# NS3 helicase inh: inhibitors of HCV NS3 helicase, primary screen, biochemical, Cy5 molecular beacon fluorescence; actives 0.56% (n = 290,000); inhibition, % at 10.9 µM; NS3 helicase DNA unwinding; Hepatitis C virus NS3 helicase; AID 1800, 2009;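 active means inhibition above the mean of all tested compounds plus 3 SD, set per campaign, cut at about 35% in these data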;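 further: 0% = DMSO wells and 100% = thioflavine S control wells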
#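 Assay system: hepatitis C virus NS3 helicase domain fragment enzyme. Also added: annealed dual-labelled DNA beacon duplex, ATP-started. Timing: 1 h reaction at 25 °C, ATP-initiated. Technique: Cy5 fluorescence at 0 and 60 min, beacon hairpin quenching. Evaluation: % inhibition of unwinding. Replication: one well per compound.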
# CRFR2-BP antag: antagonists of CRF-BP/CRF-R2 complex, primary screen, cell-based, HEK293, calcium dye fluorescence, uHTS; actives 0.59% (n = 350,000); inhibition, % at 11.8 µM; CRF-induced calcium fluorescence;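 active means inhibition of the ligand-induced calcium signal above about 50% at the single tested concentration, limit read from the data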
# IDE act: human IDE activators in live cells, primary screen, fluorescence polarization, HEK cells, FAbeta-B substrate; FAbeta-B cleavage; 0% vehicle, 100% cell-free pure enzyme wells; activation, % at 5.96 µM; actives 0.073% (n = 340,000); Insulin-degrading enzyme (Homo sapiens), P14735; AID 493087, 2011;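 active means activation above the mean of all tested compounds plus 3 SD, set per screening campaign, cut at about 17% in these data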
# GalR3 antag: GalR3 antagonists in HEK293 cells, primary screen, cell-based, fluorescence readout. AID 651719, 2012. inhibition, % at 3 µM. actives 0.44% (n = 360,000). HEK293 GalR3-CNG cAMP membrane potential fluorescence; galR3 body fused to GalR1 C-terminus. Galanin receptor type 3 (Homo sapiens), O60755;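 active means inhibition above the screen-wide average plus 3 SD, cut at about 13% in these data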;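 further: forskolin and galanin both at EC90 stimulate the cells; cAMP rise reported by CNG channel membrane potential dye signal; 0% = forskolin plus galanin with DMSO and 100% = forskolin alone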
# Target sequence (O60755 1-299 limits assumed): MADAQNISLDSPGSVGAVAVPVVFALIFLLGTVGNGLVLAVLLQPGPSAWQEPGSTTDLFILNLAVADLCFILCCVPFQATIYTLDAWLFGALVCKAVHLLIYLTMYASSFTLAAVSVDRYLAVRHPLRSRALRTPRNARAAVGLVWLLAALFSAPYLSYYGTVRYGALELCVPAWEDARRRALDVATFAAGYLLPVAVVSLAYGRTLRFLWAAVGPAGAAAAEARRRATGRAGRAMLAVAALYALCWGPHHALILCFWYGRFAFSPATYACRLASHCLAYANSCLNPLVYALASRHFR
# p-CIP stab down: p/CIP-EGFP fusion destabilizers, primary screen, fluorescence, F442A cells | decrease of EGFP signal, % at 10 µM | 16 h | actives 0.01% (n = 290,000);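 active means EGFP signal decrease of at least 30% at 10 µM or well 3 SD below plate mean, unless failing retest; inactive means the rest, including hits failing retest or dose response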; further: some compounds called inactive have numbers as strong as hits; many of its hits are not listed in these tables
# SUMO HTRF inh: inhibitors of in vitro SUMOylation cascade, primary screen, biochemical, HTRF, uHTS. SUMO-conjugating enzyme UBC9 (Homo sapiens), P63279. HTRF SUMOylation assay, SAE1/SAE2 + UBC9. inhibition, % at 35 µM. actives 0.36% (n = 290,000); in the data active means inhibition above about 50%, passing the limit was not always enough; further: strong numbers were not always called active
# Target sequence (P63279 whole entry, looked up): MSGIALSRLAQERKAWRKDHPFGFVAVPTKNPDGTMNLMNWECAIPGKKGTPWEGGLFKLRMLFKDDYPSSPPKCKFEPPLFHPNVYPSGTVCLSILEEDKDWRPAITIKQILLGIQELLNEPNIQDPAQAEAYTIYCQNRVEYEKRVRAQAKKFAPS
# VIM-2 inhibitor: VIM-2 metallo-beta-lactamase inhibitors, primary screen, biochemical, epi-absorbance readout, Pseudomonas aeruginosa enzyme; purified VIM-2, nitrocefin hydrolysis, epi-absorbance fluorescence; inhibition, % at 5.6 µM; actives 0.89% (n = 290,000);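 active means inhibition above the mean of all tested compounds plus 3 SD, cutoff set per screening run, cut at about 7.5% in these data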;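 further: red hydrolysis product quenches plate fluorescence so inhibitors raise well fluorescence; 0% = enzyme with DMSO and 100% = DMSO without enzyme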
# IMP-1 inhibitor: IMP-1 metallo-beta-lactamase inhibitors, primary screen, biochemical, epi-absorbance readout, Pseudomonas aeruginosa enzyme; metallo-beta-lactamase IMP-1 (Pseudomonas aeruginosa); purified IMP-1, nitrocefin hydrolysis, epi-absorbance fluorescence; inhibition, % at 5.6 µM; actives 0.45% (n = 290,000); AID 1556, 2009;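 active means inhibition above the mean plus 3 SD of all compounds in the same screening run, cut at about 4.5% in these data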;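 further: 0% = IMP-1 with DMSO and 100% = DMSO wells lacking enzyme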
#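 System: Purified recombinant IMP-1 metallo-beta-lactamase enzyme | Measured by: Fluorescence quenching readout, ex 480/em 530 nm | Replication: Singlicate | Incubation: 15 min preincubation plus 25 min reaction at 25 °C | Evaluation: Percent inhibition from optical density relative to buffer-blank wells | Benchmarks: DMSO with and without IMP-1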
# IDE inh: human IDE inhibitors in live cells, primary screen, fluorescence polarization, HEK cells, FAbetaB substrate; FAbetaB cleavage; inhibition, % at 5.59 µM; AID 434962, 2010; actives 0.41% (n = 320,000); Insulin-degrading enzyme (Homo sapiens), P14735;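 active means percent inhibition above the average of all tested compounds plus 3 SD, set per screening campaign, cut at about 16% in these data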;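 further: IDE supplied by intact live HEK cells; FP after avidin binding of uncleaved biotin substrate so inhibition keeps polarization high; 0% = DMSO wells and 100% = 60 µM reference IDE inhibitor Ii1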
# The depositor's hits bear a star; · = no result given.
SMILES,NS3 helicase inh,CRFR2-BP antag,IDE act,GalR3 antag,p-CIP stab down,SUMO HTRF inh,VIM-2 inhibitor,IMP-1 inhibitor,IDE inh
Cc1ccc(C)c(N2CCN(C(=O)c3ccc(Cn4c(=S)[nH]c5ccc(N6CCOCC6)cc5c4=O)cc3)CC2)c1,8.8,14.7,-0.2,-3.6,-15.9,29.6,-5.6,-4.2,7.8
Cc1ccc(C(=O)NCC(=O)N/N=C/c2sccc2C)cc1[N+](=O)[O-],3.5,1.0,1.7,-4.2,3.9,4.5,-2.5,-4.2,2.3
CCC(C(=O)OC)n1cnc2c(nnn2-c2ccc(OC)cc2)c1=O (centres undefined),3.9,6.5,7.4,-6.5,-14.1,18.6,-0.7,-1.3,0.9
COC(=O)c1ccc(Oc2coc3cc(OCc4ccc([N+](=O)[O-])cc4)ccc3c2=O)cc1,12.4,15.9,3.5,-3.5,-4.2,30.2,-2.0,-3.3,-1.4
Cc1ccc(C(=O)NCC(C)(C)N2CCOCC2)s1,2.8,-11.0,3.4,-1.9,-1.8,8.0,-2.9,-3.2,0.4
Cc1ccc(-n2c(C)c3c(C)nnc(C)c3c2C)cc1C,-2.1,-3.4,7.7,-4.5,9.5,13.3,-3.4,1.0,-0.6
CC(C)c1ccc(C(C)NCCS(=O)(=O)c2ccc(Br)cc2)cc1 (centres undefined),-27.5,-6.0,1.4,-5.0,-4.7,-18.2,-1.8,0.1,-0.1
CC(OC(=O)c1ccccc1NCCO)C(=O)NCC(=O)Nc1ccc(F)c(F)c1F (centres undefined),-5.8,-7.2,0.5,1.5,3.9,11.5,-1.8,-1.8,-1.7
Cc1ccc(OCC(=O)NCc2cccs2)c([N+](=O)[O-])n1,-2.0,-17.0,3.5,-3.1,-10.0,-8.3,-0.2,-2.2,-2.6
COc1ccc(C(N)c2nccc3cc(OC)c(OC)cc23)cc1OC (centres undefined),-27.2,14.9,-3.4,·,12.8,69.2,7.8*,2.1,-1.4
CN1CCN(C(=O)c2ccc(-c3ccc(Br)cc3)o2)CC1,·,-1.9,2.7,4.8,·,·,·,·,-1.4
COc1ccc(CNCc2cc3c(cc2[N+](=O)[O-])OCO3)cc1,39.7*,10.9,1.3,-9.7,-8.3,4.3,1.1,-1.7,7.2
CC1CC(C)CN(CCCNC(=O)c2ccc3c(c2)ncn3C2CCCC2)C1 (centres undefined),-11.9,18.0,6.9,7.1,-15.1,1.3,-1.4,-5.8,0.4
CN(C)S(=O)(=O)c1ccc(C(=O)NC(=O)CSc2nncs2)cc1,·,-0.3,2.5,-3.5,·,·,·,·,4.0
COc1cccc(-c2cc(N3C(=O)Nc4ccccc4N3O)n[nH]2)c1,-3.6,-3.6,-0.9,-1.4,6.4,-11.0,-2.2,-4.1,4.8
COc1ccc(CNC(=O)C(c2ccncc2)N(C(=O)Cc2cccs2)c2ccc(C)cc2)cc1 (centres undefined),-12.1,-16.8,2.4,0.4,-10.7,-2.4,-3.1,-2.2,3.3
COc1ccc(-c2cc(-c3ccccc3)c(C#N)c(SCC(=O)O)n2)cc1,·,27.7,0.5,-0.5,·,·,·,·,-2.6
COc1ccc(Cc2nnc(N/N=C/c3ccc(O)cc3)[nH]c2=O)cc1OC,-4.6,-12.1,-1.1,-5.7,-1.2,-72.0,-3.2,-1.6,0.3
COC(=O)C1CCN(c2nc3ccccc3nc2C(C#N)C(=O)OCC(C)C)CC1 (centres undefined),12.1,-5.1,-1.0,-4.5,1.4,7.8,-3.3,-8.0,5.0
Fc1ccccc1COc1ccc(Br)cc1CNCc1cccnc1,-19.4,30.5,-2.6,-8.9,-2.9,22.3,-1.3,-1.2,-0.4
CCOc1ccc(CCN2CN(CC)CNC2=S)cc1OCC,-3.0,-11.0,-1.0,-4.4,2.3,22.1,-0.4,-3.1,3.6
CC(C)Cn1c([N+](=O)[O-])nc2c1c(=O)[nH]c(=O)n2C,-8.5,-6.4,4.8,-6.3,0.3,18.5,-0.1,-2.4,1.4
Nc1ccc2cn[nH]c2c1,-1.4,0.3,11.2,·,3.9,12.4,-1.6,-1.2,2.0
CC(Oc1ccc(Cl)cc1Cl)C(=O)OCC(=O)c1c(N)n(C)c(=O)n(C)c1=O (centres undefined),·,-5.0,1.6,-4.8,·,·,·,·,0.3
CCOC(=O)Cn1c(=O)c(-c2ccccc2N)nc2ccccc21,·,8.7,3.9,-0.1,3.8,-8.2,·,·,-4.1

# Already shown: an excerpt of the list.
SMILES,NS3 helicase inh,CRFR2-BP antag,IDE act,GalR3 antag,p-CIP stab down,SUMO HTRF inh,VIM-2 inhibitor,IMP-1 inhibitor,IDE inh
Nc1ccc2cn[nH]c2c1,-1.4,0.3,11.2,·,3.9,12.4,-1.6,-1.2,2.0
CC(Oc1ccc(Cl)cc1Cl)C(=O)OCC(=O)c1c(N)n(C)c(=O)n(C)c1=O (centres undefined),·,-5.0,1.6,-4.8,·,·,·,·,0.3
CCOC(=O)Cn1c(=O)c(-c2ccccc2N)nc2ccccc21,·,8.7,3.9,-0.1,3.8,-8.2,·,·,-4.1

# Next part.
SMILES,NS3 helicase inh,CRFR2-BP antag,IDE act,GalR3 antag,p-CIP stab down,SUMO HTRF inh,VIM-2 inhibitor,IMP-1 inhibitor,IDE inh
O=C(COC(=O)c1ccc(Br)o1)NCc1ccc(Cl)cc1,·,2.1,-6.1,-3.9,·,·,·,·,1.4
N#Cc1cnn(-c2nc(SCc3ccccc3)nc3sc4c(c23)CCCC4)c1N,24.8,-1.4,-0.3,3.6,-4.1,-9.2,-1.5,-4.5,-3.2
CC(=O)N1CCN(CCS(=O)(=O)c2cc(Cl)ccc2Cl)CC1,·,6.1,-0.4,1.6,·,·,·,·,3.7
O=c1c2ccccc2nnn1-c1ccc(Br)cc1,-14.4,-15.9,6.3,-3.5,-3.8,9.1,-1.5,-2.9,0.8
Cc1ccc2nc(Cl)c(CNCc3ccccc3)cc2c1,11.5,-21.1,-0.4,-3.6,-10.9,3.2,-2.1,-3.0,11.4
CC(C)(C)c1ccc(OCCC(=O)OCC(=O)Nc2cccnc2Cl)cc1,·,-5.9,-2.7,5.5,·,·,·,·,8.4
CCOc1ccc(S(=O)(=O)N2CCN(C(=O)CN3C(=O)NC4(CCCC4)C3=O)CC2)cc1,·,-0.4,-1.7,0.9,·,·,·,·,0.7
O=C(NCc1cccs1)c1ccc2c(c1)OCCO2,1.7,3.3,5.2,-5.7,-3.6,-12.3,1.2,0.2,-1.3
C=CCNC(=O)C1CC2Cn3c(nc4ccccc43)C2N1C (centres undefined),·,-5.3,6.2,-5.2,-13.6,8.5,·,·,4.9
COCCNC(=O)CN(Cc1ccc2c(c1)OCO2)C(=O)CCC(=O)Nc1nccs1,-2.4,2.3,1.9,-1.5,8.0,-0.5,-0.8,-1.1,2.7
Cc1cc(=O)[nH]c(SCC(=O)N2CCc3ccccc3C2)n1,-6.7,3.4,3.0,-6.2,6.1,-7.9,-1.5,-3.4,1.8
CCn1c(SCC(=O)Nc2cc(OC)c(OC)c(OC)c2)nnc1-c1cccs1,8.3,11.4,7.1,0.9,8.9,17.5,-2.0,-3.0,4.9
COc1ccc2c(Cl)c(C(=O)N/N=C3\CCCC(=O)C3)sc2c1,24.3,-64.3,-18.2,-0.5,-100.1,-3.9,2.9,0.2,21.9*
O=C(c1ccco1)N1CCN(S(=O)(=O)c2ccc(F)cc2)CC1,-2.2,11.9,1.0,-3.7,-3.5,1.3,-1.4,-0.1,3.5
O=C(NNC(=S)NCc1ccccc1)c1ccc2c(c1)OCO2,4.3,-0.3,1.2,-2.2,-5.0,1.0,-1.2,-0.2,-1.0
Cc1cc(C(F)F)nn1CC(=O)NCc1ccc(Cl)cc1Cl,0.9,-3.8,4.2,-2.2,3.2,4.0,1.5,-1.5,-0.6
CCOC(=O)c1cnc2nc(C(F)(F)F)[nH]n2c1=O,-6.1,20.8,3.0,-4.3,-7.8,-11.4,-1.9,-2.6,-4.7
Cc1nn(C(C)CC(=O)O)c(C)c1Br (centres undefined),4.6,10.3,1.2,3.1,16.7,-4.7,-6.4,-6.6,-2.3
CNC(=O)NC(=O)CSc1nnc(-c2ccc(F)cc2)n1CC1CCCO1 (centres undefined),-1.2,16.7,9.1,29.6*,-5.8,-6.6,-1.6,-1.4,-1.2
c1cncc(-c2nc3cc4ccccc4cc3[nH]2)c1,-3.5,11.8,-0.3,1.5,-5.3,37.3,4.7,-2.9,3.0
C=CCc1cccc(/C=N/c2ncccc2O)c1O,0.2,2.9,0.9,-3.0,-5.2,25.9,-3.1,-5.5,-2.1
CCn1c(-c2cc(-c3cccc(OC)c3)nc3ccccc23)n[nH]c1=S,-6.5,15.3,-21.4,-6.8,-8.1,25.3,-3.5,0.7,4.8
O=C(COc1ccc([N+](=O)[O-])cc1)Nc1ccc(N2CCN(C(=O)c3ccco3)CC2)cc1,1.7,4.3,-1.7,-0.2,6.5,-2.4,0.6,-1.0,-2.4
C=CCOc1cccc(C2/C(=C(/O)c3ccccc3)C(=O)C(=O)N2CCN2CCOCC2)c1 (centres undefined),-6.8,-2.6,3.7,-1.2,3.6,-5.9,-2.9,0.0,-2.8
Cc1ccccc1-c1nc2sc3c(c2c(=O)n1N)CCCC3,-2.9,7.4,4.0,-5.3,-4.4,22.0,-2.3,-2.4,0.8
# Later entries:
SMILES,NS3 helicase inh,CRFR2-BP antag,IDE act,GalR3 antag,p-CIP stab down,SUMO HTRF inh,VIM-2 inhibitor,IMP-1 inhibitor,IDE inh
Cc1cc(N/N=C/c2c(O)ccc3ccccc23)nc(-c2ccccc2O)n1,-3.9,-3.6,5.6,1.6,5.8,12.7,-1.5,0.1,2.3
Cc1n[nH]c(C)c1CCN(C)Cc1cn(C)nc1-c1ccccc1F,-2.6,-9.6,7.4,0.7,-7.9,-1.0,-3.9,-2.9,2.7
Cc1sc2nc(-c3ccccc3)oc(=O)c2c1C,18.5,13.6,-0.2,2.5,7.4,1.8,-3.4,-2.2,-0.7
C=CCn1c(SCC(=O)c2c(N)n(C)c(=O)n(C)c2=O)nnc1-c1ccoc1C,·,1.8,3.5,-6.5,·,·,·,·,3.2
CCCCc1c(O)nc(SCC(=O)N2CCOCC2)n(-c2ccccc2OC)c1=O,16.9,5.9,-2.0,-1.8,-5.5,11.4,-1.3,1.6,6.1
Cc1ccc(-n2nc3c(=O)n(CCCC(=O)NCc4ccc(F)cc4)nc(C)c3c2C)cc1,-5.2,-8.4,-10.2,-5.1,11.5,5.2,-1.5,-4.0,-3.6
